Source: PubChem BioAssay
BCR signal inh: blocks chronic active B-cell receptor signaling; ABC-DLBCL IkBa-CBG/CBR reporter, luminescence ratio, 4 h; Potency, µM (highest dose often 46.1 µM), inactives show at the top dose ratio change, negative = lower green/red ratio, actives largely listed as inhibitors; actives 0.05% (n = 340,000); AID 493014; active = well fitted inhibition curve with a large enough effect in the signal ratio, with a control signal flat, not every such curve was filed as active; inconclusive = small, poorly fitted or top-dose-only effect, or effect the other way, or a change in a side signal; the % refers to the signal ratio;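 also: potency is read from the fitted curve at half-maximal effect; plate controls were basal doxycycline-induced cells for no effect and cells given 10 µM MG132 for full effect; MG132 reads +100%, hits lower the ratio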
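TMD8 ABC-DLBCL cells carrying doxycycline-inducible green luciferase fused to IkappaBalpha plus unfused red luciferase were exposed to compounds (up to 46 uM) for 4 hrs at 37C. Activity came from the overlap-corrected green/red luminescence ratio.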
Tb PFK block: blocks T. brucei phosphofructokinase; O15648; T. brucei PFK, ADP-Glo luminescence; Potency, µM (doses to about 57.5 µM), without a hit: at the highest dose activity, negative = inhibition, hits mostly inhibitors; actives 0.17% (n = 330,000);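 also: potency is read from the fitted curve at half-maximal effect; 0% = uninhibited 1x PFK enzyme wells and -100% = no-enzyme wells; nearly all actives have a fitted effect of over 60% in size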
Target sequence (O15648 whole entry, looked up): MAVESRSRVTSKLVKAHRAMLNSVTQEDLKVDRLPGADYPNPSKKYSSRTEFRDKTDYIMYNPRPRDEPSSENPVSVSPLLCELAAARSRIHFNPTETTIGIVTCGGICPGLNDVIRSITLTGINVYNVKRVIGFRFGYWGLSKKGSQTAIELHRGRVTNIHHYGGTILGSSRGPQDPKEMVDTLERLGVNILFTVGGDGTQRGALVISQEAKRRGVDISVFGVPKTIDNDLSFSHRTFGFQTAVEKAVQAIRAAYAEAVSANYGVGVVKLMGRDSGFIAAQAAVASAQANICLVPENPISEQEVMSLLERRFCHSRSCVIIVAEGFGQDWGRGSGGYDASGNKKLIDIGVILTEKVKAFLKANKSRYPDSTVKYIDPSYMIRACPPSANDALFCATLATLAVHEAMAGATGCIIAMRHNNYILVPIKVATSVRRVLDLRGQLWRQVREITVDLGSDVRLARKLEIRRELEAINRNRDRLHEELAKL
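ADP-Glo luminescence quantified ADP after 45 min at room temperature, with 1.25 nM T. brucei PFK, 0.1 mM ATP and 0.5 mM fructose-6-phosphate in pH 8.0 TEA buffer. qHTS titrations up to 57 µM; curves classified by quality.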
PTAP TSG101 blk: blocks PTAP/TSG101 interaction to inhibit HIV-1 budding; AID 493005; Potency, µM (top dose mostly 115 µM), for the others: at the highest dose activity change, negative = inhibition, hits mostly inhibitors; 340,000 tested, under 10 active; Fluorescence polarization, FITC-PTAP peptide / Tsg101 binding; Q99816; active = well fitted inhibition curve with a large enough effect in the main read-out, with a control signal flat, not every such curve was filed as active; inconclusive = small, poorly fitted or top-dose-only effect, or effect the other way, or a change in a side signal; inactive = no such curve, though single readings can be large or run the other way; also: potency is read from the fitted curve at half-maximal effect; % of control where 0% means no effect
Target sequence (Q99816 whole entry, looked up): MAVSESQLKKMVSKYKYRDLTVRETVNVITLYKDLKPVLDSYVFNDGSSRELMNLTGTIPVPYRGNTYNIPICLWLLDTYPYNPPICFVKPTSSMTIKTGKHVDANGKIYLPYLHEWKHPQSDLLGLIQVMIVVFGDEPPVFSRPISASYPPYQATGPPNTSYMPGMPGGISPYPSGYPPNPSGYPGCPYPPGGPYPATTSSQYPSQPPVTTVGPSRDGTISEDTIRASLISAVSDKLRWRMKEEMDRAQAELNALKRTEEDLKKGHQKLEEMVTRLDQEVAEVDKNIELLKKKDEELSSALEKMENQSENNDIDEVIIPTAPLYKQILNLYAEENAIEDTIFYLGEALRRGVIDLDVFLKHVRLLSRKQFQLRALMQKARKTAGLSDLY
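Compounds were pin-transferred onto Tsg101 binding domain (10 uM final) in HEPES pH 7.5 buffer, then FITC-PTAP peptide was added at 50 nM final. After 20 min at RT, polarization reported peptide displacement across a qHTS concentration series.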
TCR activator: activates T cell receptor signaling; primary human leukocytes, anti-CD3, IL-2 HTRF, 48 h; Potency, µM (doses to about 9.22 µM), inactives show top-dose activation of IL-2 secretion, usual class: activators; 330,000 tested, under 10 active; also: % of control where 0% means no effect
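TCR engagement came from a-CD3 beads alone, with compounds added to primary human leukocytes for 48 hr. Secreted IL-2 bridged europium cryptate- and d2-labelled anti-IL-2 antibodies, giving FRET emission at 665nm after 320nm excitation.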
a7 integrin act: activators of alpha7 integrin expression for muscular dystrophy | Potency, µM (doses to about 38.3 µM), inactives show at the top dose activation, actives largely listed as activators | alpha7betagal myoblasts, beta-gal FDG fluorescence, 48 h | AID 624291 | actives 0.064% (n = 350,000);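 also: potency is read from the fitted curve at half-maximal effect; 100% = response of the positive control SU9516; nearly all actives have a fitted effect of over 60% in size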
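alpha7betagal+/- myoblasts (passage 13, 250/well) treated 48 h at 37C with compounds at 1:260 dilution of DMSO stock. Lysed, then beta-galactosidase activity read as FDG fluorescence (ex 480/em 540) after 30 min, with pre-read for autofluorescence.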
S-ASM inh: blocks human secretory acid sphingomyelinase; P17405; Potency, µM (highest dose often 57.5 µM), inactives show at the top dose activity change, negative = inhibition, usual class: inhibitors; actives 0.006% (n = 340,000); AID 504937; placental ASM, HMU-PC fluorogenic substrate, 60 min; also: potency is read from the fitted curve at half-maximal effect
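Human placenta-derived ASM preincubated with compound 10 min at room temperature, then reacted with 9 uM (final) fluorogenic HMU-PC substrate for 60 min at 37 C. Stop solution raises pH to 10; fluorescence read at Ex 386/Em 447 nm.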
Eya2 inh: blocks the phosphatase activity of human Eya2; actives 0.006% (n = 330,000); recombinant Eya2, OMFP fluorescence dephosphorylation (OMFP is methylfluorescein phosphate); AID 488837; Potency, µM (doses to about 76.9 µM), without a hit: at the top dose activity, negative = inhibition, hits mostly inhibitors; also: potency is read from the fitted curve at half-maximal effect; % is scaled to controls: 0 for no effect and ±100 for the full control effect
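Eya2 (0.2 uM) preincubated 10 min at ambient with compound, then OMFP substrate added at 50 uM; 10 min reaction in 50 mM HEPES pH 7.5, 50 mM NaCl, 5 uM MgCl2, 0.05% BSA, 1 mM DTT. Fluorescence read at Ex 485/Em 525 nm.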
ELG1 DNA repair: blocks ELG1-dependent DNA repair in HEK293T cells. Potency, µM (titrated, usually from 46.1 µM), without a hit: at the top dose activity change, negative = inhibition, usual class: inhibitors. actives 2.3% (n = 330,000). AID 504467. HEK293T ELG1-luciferase reporter, luminescence, 16 h; DNA damage induced by 5-fluorouridine; also: potency is read from the fitted curve at half-maximal effect; % is scaled to controls: 0 for no effect and ±100 for the full control effect; nearly all actives have a fitted effect of over 55% in size
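Quantitative HTS, concentration-response format. 2,000 cells/well co-treated with 5-fluorouridine and compound, 16 hr in 5% CO2 at 37 °C; ONE-Glo luminescence read after 30 min.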
Mito fusion yeast: inhibitors of mitochondrial division or activators of mitochondrial fusion; S. cerevisiae fusion-defective mutant growth rescue, CellTiterGlo 48 h; Potency, µM (series often up to 46.1 µM), inactives show at the highest dose growth rescue (activation), most hits filed as activators; actives 0.23% (n = 320,000);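 also: potency is read from the fitted curve at half-maximal effect; % of control where 0% means no effect; nearly all actives have a fitted effect of over 45% in size; temperature-sensitive fusion mutants such as fzo1-1 at 37 °C on non-fermentable ethanol glycerol medium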
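Luminescent cell viability in 1536-well qHTS format served as the measure of rescued growth in ts fusion-mutant S. cerevisiae cultured on non-fermentable YPEG for 48 hours at 37C.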
AT treatment: potential ataxia-telangiectasia treatment | […] A-T fibroblasts, KAP-1 phosphorylation AlphaLISA; neocarzinostatin DNA damage 30 min before lysis | Potency, µM (highest dose often 57.5 µM), for the others: at the highest dose activation, hits mostly activators | actives 0.19% (n = 320,000) | AID 485349; also: potency is read from the fitted curve at half-maximal effect; % of control where 0% means no effect; nearly all actives have a fitted effect of over 45% in size
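ATM-like activity read as KAP-1 phosphorylation via AlphaLISA donor/acceptor antibody pairs after lysis and 6 hr at 25C. Cells were ATM-null patient fibroblasts ([…], hTERT), dosed 60 min, then exposed to the DSB inducer NCS for 30 min.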
TSHR antagonist: blocks TSH signaling through the human TSH receptor. P16473. TSHR-expressing cells, TSH-stimulated cAMP HTRF, 2 h; active compounds read low. activity change, negative = inhibition, % at 11.5 µM. actives 0.2% (n = 330,000);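 active = activity change below a set negative limit, meaning inhibition stronger than a set level, cut at about -70% in these data; inconclusive = activity change between two set negative limits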; also: % is scaled to controls: 0 for no effect and ±100 for the full control effect
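Freshly harvested TSHR cells receive pin-tooled compound, then EC80 TSH at 4nM final. After 2 hours at 37 deg C, antibody in lysis buffer and cAMP-d2 are added; 30 minutes at ambient temperature precede the HTRF read.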
Numbers without * were called inactive; ? = inconclusive; nt = no result given; [ ] = remark or other dose. Unless noted, calls follow the shape of the dose curve; as a rule, active = well fitted curve in the direction sought with a large enough effect; inconclusive = small, poorly fitted or top-dose-only effect, or another doubt; inactive = no such curve, though single readings can be large; an effect the other way counts as inactive or inconclusive. No enrichment for hits (roughly 3.2% active in at least one column).

compound,BCR signal inh,Tb PFK block,PTAP TSG101 blk,TCR activator,a7 integrin act,S-ASM inh,Eya2 inh,ELG1 DNA repair,Mito fusion yeast,AT treatment,TSHR antagonist
COc1cc(C(=O)N2CCN(C)C(C)C2)ccc1OC1CCN(C(C)=O)CC1 (configuration not stated),-1%,3%,-9%,-11%,-1%,0%,10%,28%,1%,6%,-1
CCOC(=O)c1sc2nc(CSCC(=O)OCc3ccc(C(=O)OC)o3)[nH]c(=O)c2c1C,?,1%,-2%,1%,0%[7.66 µM],1%,7%[15.4 µM],-14%,-1%,-10%,-11
O=C(COc1ccc2c(c1)C(=O)CC1(CCCCC1)O2)NCc1ccccn1,0%,0%,-1%,nt,24%,173%[activator],-7%,-27%,1%,-5%,-10
COc1cccc(NC(=O)COc2ccc(C(=S)N3CCN(C)CC3)cc2OC)c1,-4%,?,-2%,2%,-18%,-3%,0%,-14%,-3%,-6%,-28
COc1ccc(NC(=O)CSc2nnc(CCC(=O)Nc3ccc(C)c(Cl)c3)n2C)cc1,-7%,6%,-3%,2%,5%,-1%,-19%,10%,-2%,-1%,14
c1ccc2sc(N3CCCN(Cc4nc(-c5cnccn5)no4)CC3)nc2c1,4%,-5%,-3%,-4%,4%,-2%,-13%,?,0%,4%,-13
O=S(=O)(/C=C/c1ccccc1)Nc1ccc2c(c1)OCO2,0%,1%,-10%,1%,-6%,-3%,-6%,-6%,1%,10%,-7
CCSc1nnc(CNC(=O)C23CC4CC(CC(C4)C2)C3)n1C1CCCCC1,10%,-2%,3%,5%[46.1 µM],20%,1%,-5%,1%,1%,2%,20
Nc1c(C(=O)N/N=C/c2cccnc2)cnn1-c1ccccc1,?,-10%,-6%,1%[46.1 µM],16%,1%,4%,?,3%,1%,-2
COc1cccc(-c2nnc(NC(C)=O)o2)c1,-2%,1%,-6%,1%,-8%,3%,9%,?,-2%,8%,-1
COCCN(C(=O)CCC(=O)Nc1cc(C)on1)C(C(=O)NC1CCCC1)c1ccc(C)cc1 (configuration not stated),7%,0%,-4%,4%,0%,3%,-14%,-5%,3%,-3%,-6
CC(=O)C1=C(O)C(=O)N(CCCn2ccnc2)C1c1ccc(Cl)cc1 (configuration not stated),-1%,-19%,-3%,1%,-3%,5%,-5%,7%,5%,-8%,12
O=C(COC(=O)c1cc(-c2cccs2)nc2ccccc12)NC1CCS(=O)(=O)C1 (configuration not stated),0%,-2%,-4%,-3%,25%,367%[activator],5%,21%,1%,-1%,-13
COc1ccc(C2CC(=O)C3=C(C2)Nc2ccccc2N(C(C)=O)C3c2ccco2)cc1 (configuration not stated),8%,0%,-14%,0%,-3%,-3%,3%,0%,0%,6%,-10
O=C(Cn1cnc2c(nnn2Cc2ccc(F)cc2)c1=O)NCc1ccco1,-6%,-11%,-7%,6%[46.1 µM],24%,-5%,5%,0%,-1%,-4%,6
N#Cc1c(-c2ccncc2)c2c([nH]c1=O)-c1ccccc1OC2,-3%,4%,nt,nt,nt,nt,1%,5%,4%,14%,-6
Oc1c(/C=N/c2ccccn2)sc2ccccc12,?,?,5%,1%,3%,3%,-1%,?,1%,-11%,-11
Cc1nc(NC(=O)C2CCCCC2C(=O)O)sc1C (configuration not stated),2%,0%,-4%,-124%,5%,3%,12%,4%,4%,0%,-7
O=C(O)Cc1ccc(NC(=O)c2ccc(Cl)c(Cl)c2)cc1,-9%,?,-5%,-7%,13%,7%,6%,2%,1%,1%,-10
COc1ccc(OC)c(-c2nnc3n2N=C(c2ccc(OC)c(OC4CCOC4)c2)CS3)c1 (configuration not stated),?,5%,-6%,2%,nt,7%,-12%,?,nt,-8%,60
O=C(CCS(=O)(=O)c1ccc(Cl)cc1)Nc1ccc(F)cc1,2%,0%,-1%,-6%,29%,-1%,-6%,13%,-5%,1%,10
CC1=CCC(COC(=O)Nc2ccccc2)CC1 (configuration not stated),?,-6%,-4%,-2%,-12%,-4%,-4%,?,3%,5%,-9
COc1ccc(C(=O)Nc2nc(-c3cccs3)cs2)cc1,nt,nt,0%,0%,2%,-14%,nt,nt,?,nt,nt
CC(CCc1ccccc1)NC(=O)CNC(=S)N(Cc1cccs1)C1CCCC1 (configuration not stated),18%,-4%,-3%,9%,-52%[inhibitor],-4%,-13%,?,14%,4%,-10
CCN(CC)c1nc2c(c(=O)[nH]c(=O)n2C)n1CCOc1ccccc1,?,-4%,-1%,5%,2%,2%,-7%,-16%,-3%,17%,21
CN1CCN(c2ccc(NC(=O)c3ccc4c(c3)OCCO4)cc2Cl)CC1,?,0%,0%,2%,-31%,2%,1%,?,-6%,7%,6
COc1ccc(OC)c2[nH]c(=O)c(CCNS(=O)(=O)c3ccc(Cl)cc3)cc12,-18%,0%,-1%,-2%,12%,3%,-13%,-12%,0%,3%,8
CCc1nc(NC(=O)Cc2csc(C)n2)sc1C(=O)OC,7%,8%,-2%,0%,-7%,0%,-3%,0%,1%,5%,14
N#Cc1ccc(COc2cccc3cccnc23)cc1,3%,-6%,-3%,-1%,-10%,-14%,6%,13%,8%,2%,-2
CCC(=O)OCCCCCCOc1ccc(C(=O)O)cc1,0%,1%,1%,1%,19%,-3%,-20%,16%,6%,0%,-14
O=C1/C(=C/c2cccnc2)N=C2CCCCCN12,0%,-4%,1%,1%,-1%,17%,12%,8%,-1%,-2%,8
CCCCCCOc1ccc(/C(C)=N/NC2=NCCN2)cc1[N+](=O)[O-],-16%,-1%,2%,1%,-5%,?,-3%,-2%,-6%,-4%,0
CCCc1nc2c(C)ccc(C)c2c(N)c1CC,11%,-2%,-11%,1%,-30%,-3%,11%,5%,2%,9%,-7
CCN(CC)C(=O)CN1C(=O)C2(OCC(C)(C)CO2)c2ccccc21,5%,0%,-3%,2%,-2%,1%,4%,13%,1%,2%,-10
COc1cc2c(cc1NC(=O)CN1CCN(S(=O)(=O)c3ccc(F)cc3)CC1)oc1ccccc12,11%,3%,-6%,5%,2%,-2%,-14%,-4%,8%,3%,-4
CCOc1ccc(NCc2nc3ccccc3n2CCOc2ccccc2)cc1,?,-2%,-3%,-2%,-44%,-13%,0%,?,?,-6%,3
CC(C)(C)c1ccc(C2=NC(=O)C(CC(=O)O)S2)cc1 (configuration not stated),2%,1%,-1%,6%,?,16%,13%,?,1%,20%,-1
CCS(=O)(=O)N1CCN(c2cc3c(cc2[N+](=O)[O-])n(C)c(=O)n3C)CC1,?,-7%,0%,-5%,16%,-1%,3%,-17%,1%,0%,-8
O=C(Nc1nnc(-c2ccccc2)o1)c1nc2ccccc2s1,nt,2%,-4%,-3%,-4%,-4%,0%,6%,19%,41%,7
O=C(CN1C2=NCCN2c2ccccc21)N1CCOCC1,nt,nt,1%,-3%,-4%,-1%,nt,nt,0%,nt,nt
